# tim10-1 inh: inhibits growth of tim10-1 mutant yeast | 330,000 compounds, 2.2% hits | inhibition, % at 20 µM | AID 463190 | S. cerevisiae tim10-1 ts strain growth, BacTiter-Glo, 24 h;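 active = inhibition of at least 40%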;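 also: mutant grown at 25 °C; 0% = DMSO wells with yeast and 100% = wells holding no yeast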
# mIAP activ: mouse IAP activation; muIAP, CDP-Star luminescence, 30 min; stronger effect = higher value; 1 = vehicle-only enzyme signal, 0 = enzyme-free wells; activation factor at 10 µM; 330,000 compounds, 0.24% hits; AID 2805;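 active = activation factor of at least 2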; also: the source names both 10 and 20 µM as test concentration; values of inactives mirror those of a sister screen read the other way
#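 Assay system: mouse IAP enzyme; reagent: chemiluminescent substrate CDP-Star; dosing: test compounds delivered from DMSO solution; schedule: 30 min at room temperature; measured by: luminescence from enzymatic CDP-Star hydrolysis; controls: DMSO-only wells and no-enzyme negative control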
# ATG4B inh: blocks human ATG4B protease cleavage of LC3 substrate. Q9Y4P1. ATG4B cleavage of LC3-PLA2, NBD-HPC fluorescence, 1 h. inhibition, % at 8.33 µM. 340,000 compounds, 0.51% hits. AID 504462; in the data active = inhibition above about 40%
# Target sequence (Q9Y4P1 whole entry, looked up): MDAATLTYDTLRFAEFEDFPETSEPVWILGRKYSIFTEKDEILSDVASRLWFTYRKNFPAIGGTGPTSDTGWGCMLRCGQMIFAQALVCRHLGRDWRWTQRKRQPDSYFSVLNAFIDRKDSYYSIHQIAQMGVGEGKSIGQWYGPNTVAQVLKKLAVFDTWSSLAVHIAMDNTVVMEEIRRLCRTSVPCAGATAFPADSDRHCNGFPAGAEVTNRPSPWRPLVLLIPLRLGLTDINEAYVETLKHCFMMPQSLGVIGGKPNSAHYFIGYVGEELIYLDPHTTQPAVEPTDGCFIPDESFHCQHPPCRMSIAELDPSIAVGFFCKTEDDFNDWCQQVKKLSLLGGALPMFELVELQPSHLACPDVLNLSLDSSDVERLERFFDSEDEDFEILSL
# Apaf-1 inh: blocks human Apaf-1 apoptosome activity. O14727. AID 489030. reconstituted apoptosome caspase-3 activity, DEVD-Rh110 fluorescence. inhibition, % at 20 µM. 330,000 compounds, 0.71% hits; active = inhibition of at least 40% at 20 µM;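 also: plate controls were DMSO wells for no effect and DEVD-CHO caspase inhibitor wells for full effect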
#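 Assay system: Apoptosome proteins | Medium: pH 7.5 Hepes buffer with CHAPS, BSA, DTT | Also added: Cytochrome c and DEVD-Rh110 substrate | Times: 30 min plus 50 min, RT | Detection: Rhodamine 110 fluorescence at Ex 480/Em 540 nm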
# hIAP activ: human IAP activation; 330,000 compounds, 0.16% hits; P09923; AID 2524; activation factor at 10 µM; purified human IAP, CDP-Star luminescence, 30 min; stronger effect = higher value; 1 = vehicle-only enzyme, 0 = enzyme-free background;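 active = activation factor of the enzyme at least 2-fold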; also: the source names both 10 and 20 µM as test concentration; values of inactives mirror those of a sister screen read the other way
# Target sequence (P09923 whole entry, looked up): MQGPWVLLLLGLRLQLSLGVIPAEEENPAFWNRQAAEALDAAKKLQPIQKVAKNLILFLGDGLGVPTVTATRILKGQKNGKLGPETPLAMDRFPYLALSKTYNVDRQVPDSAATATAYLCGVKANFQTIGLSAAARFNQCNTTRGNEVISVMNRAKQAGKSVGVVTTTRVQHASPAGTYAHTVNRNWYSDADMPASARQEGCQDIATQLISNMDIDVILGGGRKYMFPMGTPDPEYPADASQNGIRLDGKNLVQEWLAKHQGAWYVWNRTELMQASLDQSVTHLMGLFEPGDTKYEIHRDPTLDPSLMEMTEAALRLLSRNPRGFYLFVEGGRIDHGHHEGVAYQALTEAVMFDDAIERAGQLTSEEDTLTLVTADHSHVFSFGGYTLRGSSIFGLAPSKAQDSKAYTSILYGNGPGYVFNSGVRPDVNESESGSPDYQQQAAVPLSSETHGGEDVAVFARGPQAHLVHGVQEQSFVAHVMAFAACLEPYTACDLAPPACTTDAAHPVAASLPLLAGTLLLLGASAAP
# NALP3 yeast inh: NALP3 inhibition in yeast; 330,000 compounds, 0.39% hits; AID 2825; Yeast reconstituted NLRP3/ASC/caspase-1, beta-gal luminescence, 24 h; inhibition, % at 10 µM;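 active = inhibition of 50% or more; inactive = inhibition below 50%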;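 also: plate controls were induced DMSO wells for no effect and uninduced yeast grown without galactose for full effect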
# mIAP inh: mouse IAP inhibition | AID 2806 | inhibition, % at 10 µM | purified mouse IAP, CDP-Star luminescence, 30 min | 330,000 compounds, 0.2% hits;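 active = inhibition of at least 40% at 10 µM in the primary screen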;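 also: plate controls were DMSO with enzyme for no effect and no enzyme wells for full effect; values of inactives mirror those of a sister screen read the other way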
# TIM10 inh: growth inhibitors of TIM10 yeast strain | S. cerevisiae TIM10 strain growth, BacTiter-Glo luminescence, 24 h | inhibition, % at 10 µM | 330,000 compounds, 1.4% hits | AID 463195;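 active = inhibition of 40% or more at the single tested concentration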;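 also: wild-type TIM10 isogenic control strain grown at permissive 25 °C; 0% = DMSO yeast wells and 100% = minimal medium wells without yeast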
# hIAP inh: human IAP inhibition. P09923. purified IAP, CDP-Star luminescence, 30 min. inhibition, % at 10 µM. 330,000 compounds, 0.12% hits. AID 2544;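 active = inhibition reaching a set limit with compound at 10 µM in the primary screen, cut at about 35% in these data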;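 also: plate controls were DMSO wells with enzyme for no effect and no-enzyme buffer wells for full effect; values of inactives mirror those of a sister screen read the other way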
# * marks the source's active call; other numbers are inactive results; · = no result given.
SMILES,tim10-1 inh,mIAP activ,ATG4B inh,Apaf-1 inh,hIAP activ,NALP3 yeast inh,mIAP inh,TIM10 inh,hIAP inh
O=C(Nc1ncc(Br)s1)C(Cc1ccccc1)n1cccc1 (centres undefined),63*,0.91,3,12,0.96,-5,9,58*,4
CS(=O)(=O)N(CC(=O)NCCSCc1ccco1)c1ccc2c(c1)OCO2,13,1,5,-9,1,3,0,1,0
O=[N+]([O-])c1ccc(N2CCN(S(=O)(=O)c3ccccc3)CC2)cc1,7,0.94,4,-5,1.1,25,6,-6,-6
CC(C)(C)CC(=O)O/N=C(\N)c1ccncc1,5,1,-3,-3,0.97,9,-3,6,3
CCOc1ccccc1C(=O)N(Cc1ccccc1)Cc1cc2cc3c(cc2[nH]c1=O)OCCO3,8,0.94,-10,10,1.1,27,6,-1,-5
COCc1[nH]nc2c1C(c1ccsc1)C(C#N)=C(N)O2 (centres undefined),22,0.94,-14,-8,1.1,21,6,13,-14
c1ccc(-c2nnc(-c3ccccc3)nn2)cc1,4,0.93,4,-15,1.1,41,8,19,-6
COC(=O)CSc1nnc(CNC(=O)c2ccc(OC)cc2OC)n1C,7,0.94,16,-13,1.1,-8,6,-8,-5
CCOc1ccc(C(=O)NN2C(=O)C3C4C=CC(O4)C3C2=O)cc1 (centres undefined),2,1,9,-2,1,17,-5,-1,-2
O=C(O)c1ccc(CSc2nnc(-c3ccncc3)n2-c2ccc(Br)cc2)cc1,12,1,-7,-5,1,11,-4,4,0
CN(CC(=O)Nc1ccccc1Cl)C(=O)c1cc(C2CC2)nn1-c1ccccc1,-29,0.97,2,-3,0.93,8,3,-38,7
COc1cc2c(cc1NC(=O)CSc1nnc(Cc3cccs3)n1C)oc1ccccc12,5,1,-17,22,1,13,-1,9,-1
O=c1c2ccccc2[nH]c(=S)n1Cc1ccccc1,6,1,2,-3,1,16,0,-10,-1
Cc1cc(N)ccc1NC(=O)c1ccccc1,10,0.95,-9,-4,0.91,5,5,11,9
CCO[C@H]1OC(C(=O)N2CCN(Cc3ccc4c(c3)OCO4)CC2)=C[C@@H](c2ccccc2)[C@@H]1CCCO,8,1.2,-9,11,1.1,15,-21,6,-14
OCCC1CN(Cc2cc(F)ccc2-n2cccn2)CCN1C1CCCC1 (centres undefined),13,1.1,-3,-28,0.95,-5,-6,-5,5
Cc1ccc(C)c(OCC(O)CNC2CCCC2)c1 (centres undefined),1,1,2,6,0.85,20,-5,-9,14
O=C(Nc1ccc(N2CCOCC2)cc1)c1ccccc1SCC(=O)N1CCCC1,9,1,-5,-18,1,6,0,12,-2
O=C(NC(C(=O)N/N=C/c1cc([N+](=O)[O-])ccc1O)c1n[nH]c(=O)c2ccccc12)c1ccccc1 (centres undefined),13,0.82,-3,-439,1.5,15,18,-8,-54
CCOc1ccc(NC2CCCCC2NS(=O)(=O)c2ccccc2)cc1 (centres undefined),21,1,2,15,1.3,12,0,3,-28
CCCNC(=O)COC(=O)/C=C/c1ccc2c(c1)OCO2,21,1,1,-9,0.87,-7,-3,3,13
COc1ccccc1Oc1ccc2c(c1)C(=O)N(c1ccccc1)C2=O,23,1,6,13,0.99,7,-2,-23,1
CCN1C(=O)c2cccc3c(S(=O)(=O)NC(Cc4c[nH]c5ccccc45)C(=O)O)ccc1c23 (centres undefined),6,1.1,1,-16,1.2,8,-15,-7,-18
O=C(CCc1nc2ccccc2c(=O)[nH]1)NCc1ccco1,-2,1,10,0,0.98,14,-1,5,2
Cc1ccc(-c2nc3c(c(=O)c4ccccc4n3C)c(=O)n2Cc2ccco2)cc1,6,1,-3,19,0.88,10,-5,30,12

# 3 compounds from above, ordered by formula weight, high to low:
SMILES,tim10-1 inh,mIAP activ,ATG4B inh,Apaf-1 inh,hIAP activ,NALP3 yeast inh,mIAP inh,TIM10 inh,hIAP inh
COc1cc2c(cc1NC(=O)CSc1nnc(Cc3cccs3)n1C)oc1ccccc12,5,1,-17,22,1,13,-1,9,-1
CN(CC(=O)Nc1ccccc1Cl)C(=O)c1cc(C2CC2)nn1-c1ccccc1,-29,0.97,2,-3,0.93,8,3,-38,7
Cc1ccc(C)c(OCC(O)CNC2CCCC2)c1 (centres undefined),1,1,2,6,0.85,20,-5,-9,14

# The listing picks up with the two entries that preceded the break.
SMILES,tim10-1 inh,mIAP activ,ATG4B inh,Apaf-1 inh,hIAP activ,NALP3 yeast inh,mIAP inh,TIM10 inh,hIAP inh
O=C(CCc1nc2ccccc2c(=O)[nH]1)NCc1ccco1,-2,1,10,0,0.98,14,-1,5,2
Cc1ccc(-c2nc3c(c(=O)c4ccccc4n3C)c(=O)n2Cc2ccco2)cc1,6,1,-3,19,0.88,10,-5,30,12
COc1ccc(-c2nsc3c(SCc4ccccc4)ncnc23)cc1,3,0.9,0,-9,0.94,12,10,21,6
CN(C)S(=O)(=O)c1cccc(NC(=O)COC(=O)/C=C/c2ccc([N+](=O)[O-])cc2)c1,-4,0.9,-21,-14,1.1,3,10,6,-5
OC(COCc1cccs1)CN1CCN(c2cccc(C(F)(F)F)c2)CC1 (centres undefined),8,0.99,3,8,1.2,-3,1,5,-21
CCC(NC(=O)c1cc(COc2cncc(Cl)c2)on1)c1ccc(C)cc1 (centres undefined),18,0.96,-2,24,0.92,34,4,14,8
COc1cccc(C(=O)N/N=C2/SCC(=O)N2CCc2ccc(OC)c(OC)c2)c1,18,0.99,-21,-9,1,-1,0,4,0
O=c1[nH]cc(S(=O)(=O)N2CCCc3ccccc32)c(=O)[nH]1,-1,0.99,1,13,1.1,15,1,-8,-7
Cc1cccc(C)c1OCC(=O)NNC(=O)Nc1ccc(Cl)cc1,4,1.1,5,8,1.7,-1,-7,1,-70
Cc1ccc(S(=O)(=O)N2CCCOC2CNC(=O)C(=O)NCCC2=CCCCC2)cc1 (centres undefined),29,1,-9,19,0.99,12,0,5,1
CC(=O)CCc1c(C)[nH]c2ccc(NC(C)=O)cc2c1=O,-4,1,-6,-8,1,11,-1,-2,-3
Cc1cccc(NC2(C(F)(F)F)N=C(c3ccccc3)NC2=O)n1 (centres undefined),8,0.98,-3,-2,0.86,7,2,4,14
CSc1n[nH]c(NC2=CC(=O)CCC2)n1,10,1.1,0,1,0.92,-1,-8,10,8
CN(C)c1ccc(/C=C(\NC(=O)c2ccccc2)C(=O)NCc2ccncc2)cc1,-11,0.95,-5,0,0.97,9,5,-10,3
CC(C)NC(=O)C(c1ccc(F)cc1)N(C(=O)CCC(=O)Nc1ccccn1)c1cccc(F)c1 (centres undefined),-3,0.93,-4,4,0.96,12,7,13,4
Cc1[nH]c(C(=O)N/N=C/c2ccc(N(C)C)cc2)c(C)c1C(=O)N/N=C/c1ccc(N(C)C)cc1,-5,1.1,-2,12,1,-10,-13,-1,-1
COCC(C)N=C1NN=C(c2cc(C)n(Cc3ccccc3Cl)c2C)CS1 (centres undefined),6,0.91,13,-1,0.93,7,9,18,7
COc1ccc(C2=NOC(C)(c3nnc(Cc4ccccc4)o3)C2)cc1 (centres undefined),3,0.88,-2,-4,1.1,10,12,8,-5
Cc1cc(NC(=O)CN2CCCC(C)C2)n(-c2nc3ccccc3s2)n1 (centres undefined),16,0.71,1,2,1.1,-7,29,4,-6
Cc1ccc(-c2noc(CCCc3ccccc3)n2)cc1,18,1,4,13,0.95,16,0,13,5
O=C(CNCC1CCCCC1)Nc1ccccc1N1CCCCC1,37,1.1,41*,37,0.96,3,-11,31,4
CC1(C)C(=O)Nc2ccccc2N1C(=O)COC(=O)c1cc([N+](=O)[O-])ccc1N,14,0.96,-6,11,1.2,9,4,-3,-16
CNC(=O)/C(=C\c1cccc(Oc2ccccc2)c1)NC(=O)c1ccccc1,1,0.99,-4,6,1,1,1,4,-2
O=C(COC(=O)C1(c2ccc(F)cc2)CCCC1)NCc1ccc2c(c1)OCO2,34,1,-14,28,1.1,18,-2,-9,-11
CCN1/C(=C/c2ccc3cc(C)ccc3[n+]2CC)Sc2ccccc21,65*,0.66,15,37,0.63,56*,34,66*,37*
O=C(CSc1ccccc1C(=O)NCCCN1CCCC1=O)NCc1ccco1,-9,0.88,-2,-8,1.2,0,12,0,-24
CCCNC(=O)CSc1nc(Cc2ccccc2)nc2ccccc12,-12,0.91,-1,11,0.98,31,9,-37,2

# Other compounds.
SMILES,tim10-1 inh,mIAP activ,ATG4B inh,Apaf-1 inh,hIAP activ,NALP3 yeast inh,mIAP inh,TIM10 inh,hIAP inh
CCOC(=O)c1[nH]c(C)c(CN(CCc2ccccc2)S(C)(=O)=O)c1C,16,0.98,-11,9,1,10,2,4,0
COc1ccc(-c2cn(Cc3ccc(C(=O)c4ccccc4)cc3)nn2)cc1,-4,0.87,9,16,1.1,18,13,-7,-10
O=C(CCc1ccccc1)NC1CCS(=O)(=O)C1 (centres undefined),0,1,3,4,1.1,34,-5,-7,-15
CC(C)Oc1ccc(N2CC(C(=O)OCC(=O)NCc3ccccc3)CC2=O)cc1 (centres undefined),-10,0.97,4,-19,0.82,23,3,4,18
Cc1nc2ccc(Br)cn2c1NC(C)(C)C,13,0.96,-4,-1,0.85,-2,4,-17,15
Cc1ccc(NC(=O)c2cccc(-n3cnnn3)c2)cc1Cl,1,0.67,-2,5,0.99,12,33,-1,1
COc1ccccc1-c1ccc(C(=O)O)o1,19,1.1,-6,-5,1.1,19,-12,1,-14
COc1ccc(CCC(=O)NC(C)C2CCCO2)cc1 (centres undefined),-5,1.1,2,-3,1.2,0,-8,-2,-21
O=C(CCNS(=O)(=O)c1ccc(Cl)cc1)N1CCOCC1,-22,0.97,-1,5,1.1,12,3,-6,-6
CC[C@]12c3[nH]c4cc(-c5ccco5)ccc4c3CCN1C(=O)[C@@H](CC(=O)NCCCN(C)C)C[C@@H]2C(=O)N1CCN(C(=O)c2ccco2)CC1,15,1.1,·,26,·,·,-12,-9,·
c1ccc2c(c1)ncc1cccn12,-10,0.96,-6,-2,0.99,18,4,-3,1
COc1ccc(N2CCN(Cc3cc4c(cc3O)CCC4)CC2)cc1,26,0.85,15,19,0.88,3,15,34,12
CN(CC(=O)Nc1c(Cl)cccc1Cl)C(=O)C1CSC2(C)CCC(=O)N12 (centres undefined),2,0.94,-11,2,0.86,2,6,-7,14
O=C(CCc1cn(Cc2ccc(F)cc2)c2ccccc12)N1CCOCC1,24,1.1,-8,11,0.94,12,-12,1,6
Cc1ccc(C2=NN=C(NC(=O)CSc3nnc4c5ccccc5n(C)c4n3)SC2)cc1,29,0.95,-19,39,1.1,5,5,30,-9
Cc1ccnc(NC(=O)C2CCN(S(=O)(=O)c3c(C)c(C)cc(C)c3C)CC2)c1,31,1.1,-1,29,1.3,42,-9,11,-26
NC(=O)CSc1nnc2n(N)c(=O)c3ccccc3n12,7,1.1,5,1,0.94,7,-6,-16,6
CCOc1ccc(N2C(=O)CC(N3CCN(C(=O)c4ccco4)CC3)C2=O)cc1 (centres undefined),17,1,7,3,0.98,13,-1,-10,2
O=C(N/N=C/c1ccccn1)c1cc(-c2ccc(Br)cc2)nc2ccccc12,44*,1,-1,21,1.1,27,-3,38,-10
CCCn1c(O)c(N=NC(=O)CNC(=O)c2cccnc2)c2ccccc21,0,0.98,0,16,1.1,-2,2,0,-6
CCOc1ccc(C(=O)NCCCCNC(=O)c2ccc(OCC)cc2)cc1,-11,1,3,7,1.1,9,-5,-4,-12
Cc1cccc(C(=O)NNC(=O)c2csc(N3CCOCC3)n2)c1C,-8,0.88,0,-6,1.8,3,12,-4,-81

# Assay outcomes from PubChem BioAssay.
